Sm TGR block: inhibitors of Schistosoma mansoni thioredoxin glutathione reductase; 3% of 360,000 active; Q962Y6; purified TGR, DTNB reduction, TNB absorbance 405 nm; Potency, µM (doses to about 114 µM), for inactives: at the highest dose activity change, negative = inhibition, most hits filed as inhibitors; active = well fitted inhibition curve with a large enough effect; inconclusive = small, poorly fitted or top-dose-only effect; inactive = no such curve, though single readings can be large or run the other way; note: nearly all actives have a fitted effect of over 60% in size
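First, TGR (20 nM dispensed) and NADPH were mixed with compound. Second, a 15 min room-temperature incubation followed. Third, further NADPH and then DTNB were added to start the reaction. Finally, TNB absorbance was monitored kinetically.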
Active calls of the source: *; ? = inconclusive; [ ] = another dose, or the depositor's remark. % is set by controls: 0 for no effect and ±100 for the full control effect; potency is the fitted concentration of half-maximal effect.

SMILES	Sm TGR block
O=C(COCc1cc(-c2ccc(F)cc2)on1)Nc1cc(F)ccc1F	-3%
COc1cccc(-n2c(SCC(N)=O)nc3c(oc4ccccc43)c2=O)c1	0%
Cc1ccc(OCc2ccc(-c3nc(C#N)c(NCc4cccnc4)o3)o2)cc1	-3%
COc1ccc(CCNC(=O)C2(c3cccs3)CCOCC2)cc1OC	11%
Cc1ccc(C)c(NC(=O)c2nnn(Cc3ccc(F)cc3Cl)c2N)c1	10%
CC(C)c1ccc(C2c3c(oc4ccc(Cl)cc4c3=O)C(=O)N2CCCN2CCOCC2)cc1 (stereo unspecified)	-13%
Cc1ccc(N2CCN(S(=O)(=O)c3ccc4oc(=O)c5ncn(C)c5c4c3)CC2)c(C)c1	7%
Cc1ccc(S(=O)(=O)c2nc(-c3ccco3)oc2SCC(C)C)cc1	-15%
COc1ccc(NC(=O)c2cc(-c3ccc(F)cc3)no2)cc1OC	-1%
Cc1ccc(-c2cc(C(=O)N3CCN(S(=O)(=O)c4ccc(Br)cc4)CC3)[nH]n2)c(C)c1	5%
Cc1c(Cl)cccc1NC(=O)C(C)n1c(=O)cc(C)c2c(C)nn(-c3ccccc3)c21 (stereo unspecified)	44%[activator]
CCCSc1nnc2[nH]c(=O)cc(C)n12	-1%
COc1ccc(-c2onc(C)c2C)cc1S(=O)(=O)NCc1ccc(C)o1	-17%
COc1ccc(-c2onc(C)c2C)cc1S(=O)(=O)N1c2ccccc2CC1C (stereo unspecified)	0%
Cc1ccc2oc(=O)c3cc(C(=O)N(Cc4ccccc4)C(C)C)sc3c2c1	5%
CCOc1ccc(NC(=O)CCc2nc3cccnc3n2Cc2ccc(OC)cc2)cc1	1%
CCn1c(=O)c2cc(C(=O)NCCc3cccc(C)c3)sc2c2ccccc21	-5%
O=C(Cn1c(=O)n(CC2CCC(C(=O)NCCc3ccccc3)CC2)c(=O)c2ccccc21)Nc1cccc(F)c1 (stereo unspecified)	-4%
Cc1ccc(NC(=O)Cn2nc(N3CCN(c4ccccc4)CC3)ccc2=O)cc1F	0%
N#Cc1nc(/C=C/c2ccc(F)cc2)oc1N1CCCCC1	-9%
CC(=O)c1ccc(N2C(=O)N(CC(=O)c3ccc(C)cc3)c3ccccc3S2(=O)=O)cc1	-5%
CCc1nnc(SCc2nc(-c3ccccc3)oc2C)c2cc3sccc3n12	4%
CS(=O)(=O)c1ccc(-c2nnc(NC(=O)c3ccc4c(c3)OCCO4)o2)cc1	1%
CCOc1ccccc1NC(=O)N1CC(C)Oc2ccc(Cl)cc21 (stereo unspecified)	1%
Cc1ccc(NC(=O)c2nc(S(C)(=O)=O)ncc2N(Cc2ccco2)Cc2cccs2)c(C)c1	-4%
SMILES	Sm TGR block
O=C(CCCCn1c(=O)c2ccccc2n(Cc2ccc(Cl)cc2)c1=O)NCc1ccccc1Cl	-3%
COc1cccc(OC)c1C(=O)Nc1ccc(-c2nc3ncccc3o2)cc1	5%
CCOc1ccc(-n2nc(CO)c(C(=O)NCCCc3ccccc3)n2)cc1	-10%
Clc1ccccc1CNc1nc2ccccc2c2nc(-c3ccccc3)nn12	-4%
COCCNC(=O)C1CCN(c2nc3ccccc3nc2C(F)(F)F)CC1	4%
COc1ccc(-c2nnc(SCC(=O)Nc3cccc(F)c3)s2)cc1	1%
Cc1ccc(-c2nc3c(C)cccn3c2Nc2ccccc2C)s1	8.9µM*
Cc1oc2ncnc(N3CCOCC3)c2c1C(=O)NCc1ccccc1	4%
Cc1sc2ncn(CC(=O)N3CCN(c4cccc(Cl)c4)CC3)c(=O)c2c1S(=O)(=O)N1CCN(c2ncccn2)CC1	1%
COc1ccc(-c2nc(CSCC(=O)N3CCN(c4ccccc4)CC3)c(C)o2)cc1	2%
Cc1cccc(NC(=O)CSc2nncn2C)c1	0%
COc1ccc(OC)c(CNC(=O)c2ccc(NC(=O)c3nsc4ccccc34)cc2)c1	-2%
COc1ccc(-c2noc(-c3ccc(N4CCN(C)CC4)c([N+](=O)[O-])c3)n2)cc1OC	-8%
Cc1ccc(-n2nnc(-c3nc(-c4cccs4)no3)c2N)cc1C	-10%
COc1cc(/C=C/c2nc3cc(Cl)ccc3c(=O)n2-c2cccc(C(F)(F)F)c2)cc(OC)c1OC	6%
CCC(=O)Nc1ccccc1-c1nc2ccccc2n(CC(=O)c2ccc(C)cc2)c1=O	-1%
COc1ccc(CNC(=O)CCc2nc(-c3ccc(OC)cc3)no2)cc1	-5%
Cc1ccc(-c2nc3scc(CCNS(=O)(=O)c4c(C)noc4C)n3n2)cc1	-3%
O=S(=O)(NCC(c1ccco1)N1CCN(c2ccccc2)CC1)c1ccccc1 (stereo unspecified)	-31%
O=C(NCCCc1ccccc1)c1ccc2c(c1)sc1nc(-c3ccc(F)cc3)cn12	-12%
O=C(CC(c1ccccc1)c1cc(Br)ccc1O)NCC1(c2ccccc2)CCCC1 (stereo unspecified)	-4%
CCOC(=O)c1ccc(CN(Cc2ccc(F)cc2)S(=O)(=O)c2ccc(F)cc2)cc1	10%
Cc1nn(C(=O)c2ccc(Cl)cc2)c(C)c1Sc1ccc(Cl)cc1	-4%
COc1ccc(NCc2cccn2-c2nnc(N3CCOCC3)s2)c(OC)c1	2%
Cc1nc2c(-c3ccccc3)c(C)nn2c(C)c1CCC(=O)NCc1ccccc1	-12%
SMILES	Sm TGR block
O=S(=O)(c1ccc(Cl)cc1)c1nc(-c2ccco2)oc1SCc1ccc(F)cc1	?
O=C(Nc1ccccc1)N(Cc1ccc(F)cc1)c1ccccn1	4%
Oc1c(C(c2ccccc2Cl)N2CCCC2)sc2nc(-c3ccco3)nn12 (stereo unspecified)	54%[activator]
COc1ccc(CNC(=O)Cn2ccc3cc(S(=O)(=O)N4CCCC4)ccc32)c(OC)c1	0%
CCCN1CCN(CC2=C(C(=O)OCC)C(c3ccc(Cl)cc3)NC(=O)N2)CC1 (stereo unspecified)	2%
Cc1ccc(NC(=O)Cn2c(=O)n(Cc3nc(C)no3)c(=O)c3ccccc32)c(Cl)c1	3%
CCCc1cc(=O)n2[nH]c(NCc3ccccc3OC)nc2n1	-1%
O=S(=O)(Nc1cccc(-c2ccc(N3CCCC3)nn2)c1)c1ccc(F)cc1F	-9%
CCOc1ccc(-c2nc(CSCC(=O)NCCc3ccc(OCC)c(OCC)c3)c(C)o2)cc1	11%
CCOc1ccc(NC(=O)Cn2c(=O)n(Cc3ccc4c(c3)OCO4)c(=O)c3ccc(C(=O)NC4CCCCC4)cc32)cc1	-10%
O=C(NCCc1csc(-c2ccc(Cl)cc2)n1)c1cccs1	0%
CCOc1ccc(NC(=O)C2CCN(c3nnc(C)c4c(C)n(-c5ccccc5)nc34)CC2)cc1	0%
CCN(C(=O)Cn1cnc2sc(C)c(S(=O)(=O)N3CCN(c4ncccn4)CC3)c2c1=O)c1ccccc1F	4%
O=C(O)c1cccc(NC(=O)c2cc3cc(Br)cc(Br)c3oc2=O)c1	-22%
Cc1ccc(OCC(=O)OCc2cc(=O)n3nc(C4CC4)sc3n2)cc1C	-11%
Cc1nc2c(C(=O)NCCc3ccccc3)c[nH]n2c(=O)c1Cc1ccccc1F	1%
COc1ccc(OCC(O)Cn2c(NCCO)nc3c2c(=O)n(C)c(=O)n3C)cc1 (stereo unspecified)	0%
COc1ccc(NC(=O)Nc2nnc(N3CCCCCC3)s2)c(OC)c1	2%
CCn1cc2nc(SCc3cc(C)ccc3C)n(Cc3ccc(C)cc3)c(=O)c2n1	8%
COc1ccc(CCNC(=O)Cn2c(-c3ccc(F)cc3)cc(C(C)=O)c2C)cc1OC	6%
CCOc1ccc(NC(=O)c2cnn(-c3ccccc3)c2-n2cccc2)cc1	-1%
CC(C)(C)c1ccc(OCCSc2nc(-c3cccs3)nc3cc(=O)[nH]n23)cc1	?
COC(=O)c1ccccc1NC(=O)CCCn1c(=O)c2cccn2c2cccnc21	-2%
Cc1ccc2c(CC(=O)Nc3c(C(=O)Nc4cccc(Cl)c4)oc4ccccc34)coc2c1C	3%
Cc1nc2c(-c3ccccc3)c(C)nn2c(C)c1CCC(=O)NCCc1ccccc1	-6%

Six entries from above, arranged by length of the SMILES, ascending:
SMILES	Sm TGR block
Oc1c(C(c2ccccc2Cl)N2CCCC2)sc2nc(-c3ccco3)nn12 (stereo unspecified)	54%[activator]
O=C(O)c1cccc(NC(=O)c2cc3cc(Br)cc(Br)c3oc2=O)c1	-22%
Cc1nc2c(C(=O)NCCc3ccccc3)c[nH]n2c(=O)c1Cc1ccccc1F	1%
O=S(=O)(Nc1cccc(-c2ccc(N3CCCC3)nn2)c1)c1ccc(F)cc1F	-9%
O=S(=O)(c1ccc(Cl)cc1)c1nc(-c2ccco2)oc1SCc1ccc(F)cc1	?
COc1ccc(CCNC(=O)Cn2c(-c3ccc(F)cc3)cc(C(C)=O)c2C)cc1OC	6%

Following part
SMILES	Sm TGR block
Cn1c(SCc2ccc(Br)cc2)nc2c([nH]c3ccccc32)c1=O	3%
Cc1ccc(C)c(Nc2nc3c(S(=O)(=O)c4ccc(C(C)C)cc4)nnn3c3ccsc23)c1	-19%
Cc1ccccc1CN1c2ccccc2-c2nc(SCC(=O)NCc3ccccc3)ncc2S1(=O)=O	-10%
CCOc1ccc(C(=O)Nc2c(C(=O)N3CCN(c4ccccc4F)CC3)oc3ccccc23)cc1	-4%
CCOC(=O)c1ccccc1NC(=O)Cn1c(=O)n(Cc2ccc(C(=O)NCc3ccc4c(c3)OCO4)cc2)c(=O)c2ccccc21	9%
CC(C)Oc1ccc(CNC(=O)c2ccc3nc(SCc4ccc(F)cc4)n(C)c3c2)cc1	14%
CCOC(=O)c1c(C)oc2ncnc(N3CCN(c4ccccc4)CC3)c12	-3%
COc1ccc(-c2nc(CCNC(=O)c3cc(OC)c(OC)c(OC)c3)cs2)cc1	7%
Cc1ccccc1C(=O)Nc1ccc2nc(Nc3cccc(C(F)(F)F)c3)cc(C)c2c1	1%
CCOc1ccccc1N(C)C(=O)C1CCCN(c2ncnc3onc(-c4ccc(F)cc4)c23)C1 (stereo unspecified)	-1%
COc1ccccc1OC(C)C(=O)N1CCN(CCc2ccccn2)CC1 (stereo unspecified)	1%
Cc1ccc(NC(=O)NC(C)c2c(-n3cccc3)sc(C)c2C)c(C)c1 (stereo unspecified)	-3%
O=C(NCc1ccc2c(c1)OCO2)c1ccc2c(c1)N(Cc1cccc(Cl)c1)C(=O)c1ccccc1S2=O (stereo unspecified)	-5%
Cc1cccc(Nc2c(-c3cccs3)nc3nc(C)cc(C)n23)c1	0%
CCOC(=O)c1c(C)[nH]c(C)c1S(=O)(=O)N1CCC(C(=O)NCc2ccc(OC)cc2)CC1	10%
Cc1ccc(S(=O)(=O)NCC2CCC(C(=O)NCc3ccc(F)cc3)CC2)cc1 (stereo unspecified)	2%
CCCn1cc(S(=O)(=O)c2ccc(OC)cc2)c(=O)c2cc(F)c(N3CCCCCC3)cc21	40%[activator]
COc1ccccc1N1CCN(C(c2ccc(Cl)cc2)c2nnc(-c3cccc(F)c3)o2)CC1 (stereo unspecified)	6%
Cc1cccc(-n2cnc3cc(C(=O)NC4CCCCCC4)ccc32)c1	-2%
CCCCN(C)CCCNC(=O)Cn1ncc2c3ccccc3n(Cc3cccc(Cl)c3)c2c1=O	-30%
O=C(C1COc2ccccc2O1)N(Cc1cccnc1)c1nc2c(Cl)cccc2s1 (stereo unspecified)	8%
Cc1ccc(NC(=O)c2nnn(Cc3cccc(C(F)(F)F)c3)c2N)c(C)c1	9%
COc1ccc(-n2c(=O)c3c4c(sc3n(Cc3ccc(F)cc3)c2=O)CN(C(C)=O)CC4)c(OC)c1	-5%
COc1ccc(C2c3c(n(C)c4ccccc34)C(=O)N2CC(=O)Nc2c(C)cc(C)cc2C)cc1 (stereo unspecified)	9%
CCOC(=O)c1c(C)oc2nc(C)nc(NCC3CCN(Cc4ccccc4C)CC3)c12	4%

Quoted at random: three compounds from above
SMILES	Sm TGR block
Cc1ccc(NC(=O)NC(C)c2c(-n3cccc3)sc(C)c2C)c(C)c1 (stereo unspecified)	-3%
CCOC(=O)c1c(C)oc2ncnc(N3CCN(c4ccccc4)CC3)c12	-3%
O=C(NCc1ccc2c(c1)OCO2)c1ccc2c(c1)N(Cc1cccc(Cl)c1)C(=O)c1ccccc1S2=O (stereo unspecified)	-5%

Following part.
SMILES	Sm TGR block
CC(C)Sc1ncc(Cl)c(C(=O)Nc2ccc(S(=O)(=O)Nc3ncccn3)cc2)n1	1%
Cc1c(NC(=O)c2cccc3c(Cl)cccc23)cccc1-c1nc2ccccc2o1	7%
Cc1c(CNC(C)CCc2ccccc2)c(C(=O)O)c(C)n1Cc1ccc(F)cc1 (stereo unspecified)	0%
CCN(CC)S(=O)(=O)c1ccc2c(c1)N(CC(=O)N1CCN(c3cccc(Cl)c3)CC1)C(=O)CO2	?
CCOC(=O)N1CCc2c(sc3c2c(=O)n(CCc2ccccc2)c(=O)n3Cc2ccc(C)cc2C)C1	1%
Cc1cccc(S(=O)(=O)c2cn(C)c3cc(N4CCN(c5ccccc5)CC4)c(F)cc3c2=O)c1	-7%

Individual results from above:
In Sm TGR block, CCOc1ccccc1NC(=O)N1CC(C)Oc2ccc(Cl)cc21 (stereo unspecified) has 1%
In Sm TGR block, O=S(=O)(NCC(c1ccco1)N1CCN(c2ccccc2)CC1)c1ccccc1 (stereo unspecified) has -31%

Screening results: PubChem BioAssay, National Center for Advancing Translational Sciences (NCATS)

The list is partial; rates above refer to the full screens.
